aGal spleen mod – inhibitors or activators of human alpha-galactosidase in spleen homogenate. actives 0.008% (n = 240,000). P06280. Potency, µM (top dose mostly 80 µM), without a hit: at the highest dose activity change, negative = inhibition, actives largely listed as inhibitors. human spleen homogenate, 4MU-alpha-Gal fluorescence, 40 min;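 further: potency means the concentration at half of the fitted maximal effect; 0% = enzyme with vehicle and -100% = no enzyme basal signal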
Target sequence (P06280 32-429 limits assumed): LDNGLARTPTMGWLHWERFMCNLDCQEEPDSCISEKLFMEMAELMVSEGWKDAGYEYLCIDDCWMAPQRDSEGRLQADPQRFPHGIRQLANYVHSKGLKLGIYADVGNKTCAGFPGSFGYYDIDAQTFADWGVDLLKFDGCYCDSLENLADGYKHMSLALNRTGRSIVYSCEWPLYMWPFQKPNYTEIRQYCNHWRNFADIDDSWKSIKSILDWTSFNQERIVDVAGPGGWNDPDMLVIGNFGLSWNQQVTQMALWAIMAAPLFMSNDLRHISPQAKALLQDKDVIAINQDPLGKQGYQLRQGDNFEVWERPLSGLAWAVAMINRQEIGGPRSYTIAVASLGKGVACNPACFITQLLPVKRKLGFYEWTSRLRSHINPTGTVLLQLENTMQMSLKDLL
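Spleen homogenate 1 ug + cpd (titration) + 4-MU-alpha-D-galactopyranoside 1 mM; 37C 40 min; 50 mM citrate/phosphate pH 5.0, 0.01% Tween-20; stop pH 10; fluorescence 365/440; AC50 via Hill.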
CBFb RUNX1 block – CBF-beta/RUNX1 interaction disruption; AlphaScreen CBFb-His/RUNX1-biotin binding, biochemical; Potency, µM (highest dose often 59.8 µM), for inactives: top-dose activity, negative = inhibition, usual class: inhibitors; 230,000 tested, under 10 active; AID 1477; further: % of control where 0% means no effect
Target sequence (Q01196 whole entry, looked up): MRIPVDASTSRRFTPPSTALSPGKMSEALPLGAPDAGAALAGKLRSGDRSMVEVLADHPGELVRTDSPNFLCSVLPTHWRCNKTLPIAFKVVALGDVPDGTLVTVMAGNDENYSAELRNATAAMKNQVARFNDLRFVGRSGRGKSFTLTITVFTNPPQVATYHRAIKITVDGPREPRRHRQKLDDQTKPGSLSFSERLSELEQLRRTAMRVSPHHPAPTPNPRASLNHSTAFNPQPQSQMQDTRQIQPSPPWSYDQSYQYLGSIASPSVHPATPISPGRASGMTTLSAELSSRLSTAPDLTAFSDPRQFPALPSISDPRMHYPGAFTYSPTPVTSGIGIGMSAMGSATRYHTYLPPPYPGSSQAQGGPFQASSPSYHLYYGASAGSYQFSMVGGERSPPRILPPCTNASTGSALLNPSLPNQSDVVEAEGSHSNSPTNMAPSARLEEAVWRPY
Target sequence (Q13951 whole entry, looked up): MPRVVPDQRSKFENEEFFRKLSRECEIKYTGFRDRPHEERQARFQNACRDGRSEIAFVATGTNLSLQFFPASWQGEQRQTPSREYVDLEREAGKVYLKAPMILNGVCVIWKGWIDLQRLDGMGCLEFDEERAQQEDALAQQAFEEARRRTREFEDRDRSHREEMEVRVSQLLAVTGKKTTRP
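Inhibition was taken as any reduction in AlphaScreen signal from the CBF-beta–RUNX1 pair (His and biotin tags, 30 nM each), measured after compound (15 min) and bead (90 min) incubations at room temperature.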
Tau fluor cs – counter-screen for tau fibril formation inhibitors; tau K18 P301L Alexa594 fluorescence, heparin fibrillization; Potency, µM (highest dose often 57.7 µM), for inactives: at the top dose activity change, negative = decrease; actives 0.93% (n = 280,000); AID 1463; further: potency means the concentration at half of the fitted maximal effect; on the % scale 0 is the no-effect control and ±100 the full control effect; nearly all actives have a fitted effect of over 55% in size
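Human tau K18 P301L (15 uM unlabeled, 0.24 uM Alexa 594-labeled) in 100 mM sodium acetate pH 7 with 20 uM heparin, 6 hr at 37 C. ThT 30 uM added, 1 hr ambient; Alexa 594 FP and total fluorescence read at 555/632 nm.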
Epigenetic reg – epigenetic control regulation, reporter derepression; murine LDR cells, GFP reporter derepression, 30 h; Potency, µM (top dose mostly 53.9 µM), for inactives: at the highest dose GFP activation, actives largely listed as activators; actives 0.2% (n = 280,000); AID 1865; further: potency means the concentration at half of the fitted maximal effect; % of control where 0% means no effect; nearly all actives have a fitted effect of over 60% in size
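Murine LDR cells bearing a silenced CMV-driven GFP reporter were exposed to compound for 30 h at 37 C. After PBS washes, GFP-positive cells (20-120 um objects) counted by laser-scanning microplate cytometry.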
Tau fibril FP – blocks human tau fibril formation measured by polarization; AID 1468; Potency, µM (titrated, usually from 57.7 µM), for inactives: at the top dose activity, negative = inhibition, hits mostly inhibitors; K18 P301L tau heparin fibrillization, Alexa594 FP, 6 h; actives 0.39% (n = 280,000); P10636; further: potency means the concentration at half of the fitted maximal effect; on the % scale 0 is the no-effect control and ±100 the full control effect; nearly all actives have a fitted effect of over 55% in size
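Recombinant K18 P301L […], labeled with Alexa 594 at 0.24 uM over 15 uM unlabeled; heparin inducer 20 uM final; 37 C, 6 hr; FP endpoint.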
TexasRed fluor – Texas Red fluorescence interference in TRb-SRC2 counter-screen. TRb/SRC2 Texas Red total fluorescence interference. Potency, µM (series often up to 106 µM), without a hit: top-dose fluorescence change, negative = quenching. actives 0.29% (n = 280,000). AID 1479; active means well fitted curve in either direction with a large enough effect; inconclusive means small, poorly fitted or top-dose-only effect; further: potency means the concentration at half of the fitted maximal effect; on the % scale 0 is the no-effect control and ±100 the full control effect
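Human TRβ ligand-binding domain (0.6 uM) and Texas Red SRC2 peptide (20 nM) in Tris buffer with 1 uM T3 and 5% DMSO were incubated with pinned compound for 5 hr at ambient temperature. Total fluorescence was computed as S + 2P (555/632 nm).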
NPSR antag – antagonists of human neuropeptide S receptor cAMP signaling. Potency, µM (top dose mostly 38.3 µM), inactives show top-dose activity change, negative = inhibition, actives largely listed as inhibitors. CHO-NPSR cells, cAMP TR-FRET, antagonist mode. actives 1% (n = 220,000). Q6W5P4. AID 1461; further: potency means the concentration at half of the fitted maximal effect; on the % scale 0 is the no-effect control and ±100 the full control effect; nearly all actives have a fitted effect of over 50% in size; many of its hits are not listed in these tables
TRb-SRC2 inh – disrupts binding of human TR beta to SRC2; actives 0.065% (n = 280,000); P10828; TRbeta-SRC2 peptide binding, fluorescence polarization; receptor liganded with 1 µM T3; Potency, µM (top dose mostly 106 µM), for the others: top-dose activity change, negative = inhibition, most hits filed as inhibitors; AID 1469;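 further: potency means the concentration at half of the fitted maximal effect; plate controls were bound peptide for no effect and peptide without receptor for full effect; nearly all actives have a fitted effect of over 50% in size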
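Polarization signal, normalized between peptide-alone and full complex controls, measured compound effects on T3-liganded human TRb LBD (0.6 uM) binding 20 nM Texas Red SRC2 peptide after 5 hr.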
An asterisk follows results filed as active; u = inconclusive; x = no result given; & = joins results of further samples; [ ] = dose if it differs, or a comment. Unless noted, the call rests on the fitted dose curve; in most records, active means well fitted curve in the direction sought with a large enough effect; inconclusive means small, poorly fitted or top-dose-only effect, or another doubt; inactive means no such curve, though single readings can be large; an effect the other way counts as inactive or inconclusive. Some of the compounds tested; rates above refer to the full screens.

Compound	CBFb RUNX1 block	aGal spleen mod	Tau fluor cs	TexasRed fluor	Tau fibril FP	TRb-SRC2 inh	Epigenetic reg	NPSR antag
COc1ccc(C2NC(=O)c3n[nH]c(C)c32)c(OC)c1 (stereo not given)	4%	1%	-3%	-3%	-2%	6%	0.0%	0%[46.1 µM]
O=C(Nc1ccon1)c1cc2c(s1)CCCC2	6%	1%	-7%	-2%	5%	-16%	0.0%	-4%[46.1 µM]
O=C(CSc1nnnn1C1CCCC1)Nc1ccc(F)cc1	0%	0%	-10%	-4%	-1%	2%	-1.1%	-6%[46.1 µM]
CCCCn1cc(S(=O)(=O)c2ccc(C)cc2)c(=O)c2cc(F)c(N3CCCCC3)cc21	x	x	3%	u	2%	-27%	-1.2%	x
CC1CC(C)CN(C(=O)COC(=O)c2cccc([N+](=O)[O-])c2)C1 (stereo not given)	9%	-2%	-9%	-1%	-1%	2%	-3.9%	1%
COC(OC)c1ccnc(-c2ccc(OC(=O)c3ccccc3)cc2)n1	11%	4%	-17%	-1%	2%	0%	0.0%	-3%
CCOc1ccccc1NC(=O)C1CCC(CNc2c(N3CCOCC3)c(=O)c2=O)CC1 (stereo not given)	0%	2%	-5%	-3%	6%	3%	-1.0%	3%
COc1ccc(NC(=O)C2C3CCC(C3)C2C(=O)O)cc1OC (stereo not given)	6%	-10%	-10%	-1%	2%	1%	-1.1%	0%[46.1 µM]
Cc1ccc(-c2nc3ccccc3s2)cc1S(=O)(=O)N1CCCC1	17%	-1%	-27%	2%	-2%	-5%	0.0%	u
COc1ccc(C2Nc3ccccc3C(=O)N2NC(C)=O)cc1OC (stereo not given)	16%	8%	8%	-2%	1%	-3%	-1.5%	8%
CCOC(=O)c1[nH]c(C)c(C(=O)NCCN2CCOCC2)c1C	2%	7%	-10%	-1%	0%	3%	-0.2%	-2%[46.1 µM]
COC(=O)c1ccc(C(=O)OC)c(NC(=O)c2cnc3n(c2=O)CCS3)c1	9%	4%	-4%	0%	-1%	3%	-1.0%	16%
COc1ccc(S(=O)(=O)N2CCC(C(=O)Nc3cccc(C(C)=O)c3)CC2)cc1	13%	2%	-15%	-1%	-4%	7%	1.2%	-5%[46.1 µM]
Nc1ccc2nn(-c3cccc4ccccc34)nc2c1	10%	9%	u	0%	18%	1%	0.8%	3%[46.1 µM]
Cc1ccccc1NC(=O)OCc1cccnc1Oc1ccc(Cl)cc1	14%	0%	-26%	1%	4%	-8%	-0.1%	u
CCSc1cc(C)nc2c(-c3ccccc3)c(C)nn12	7%	11%	-10%	-5%	3%	-6%	0.7%	-9%[46.1 µM]
COc1cccc(CN2CCNC(=O)C2CC(=O)NCCn2cccn2)c1OC (stereo not given)	3%	10%	6%	-1%[53 µM]	3%	4%[53 µM]	-0.2%	-22%
Cc1c(NC(=O)c2ccccc2N)cccc1C(=O)O	7%	-4%	6%	1%	-6%	-9%	-5.0%	-5%[46.1 µM]
COc1cc(-c2noc(CCCC(=O)NCc3ccco3)n2)cc(OC)c1OC	-2%	-8%	1%	-5%	3%	-8%	0.0%	7%[46.1 µM]
O=C1CNC(=S)N1c1nc(-c2ccccc2)cs1	-7%	-2%	-6%	-2%	-18%	u	-1.0%	-32%
COc1cccc(C(=O)Nc2nc(-c3ccc4c(c3)OCO4)cs2)c1	3%	4%	u	-1%	4%	1%	-0.8%	-18%[46.1 µM]
Cn1c(=O)[nH]c(=O)c2c1nc(Sc1nc3ccccc3s1)n2Cc1ccccc1	-9%	2%	-3%	2%	4%	-1%	0.0%	-29%[46.1 µM]
O=C(NCc1ccccc1Cl)C1CCC(CNS(=O)(=O)c2ccc(Cl)cc2)CC1 (stereo not given)	x	x	-6%	u	-16%	2%	-1.1%	x
CCC(C)NC(=O)CNC(=S)N(Cc1ccccc1F)C1CCCCC1 (stereo not given)	4%	-1%	-1%	-4%	4%	-3%	-2.3%	-38%
Cc1cccc(NC(=S)NCCc2ccccc2)n1	-7%	1%	-9%	0%	-1%	3%	0.9%	-55%
COc1cccc(NC(=O)Cn2c(=O)n(CCC(=O)NCCc3ccc(Cl)cc3)c(=O)c3ccccc32)c1	x	x	5%	5%	u	1%	9.7%	x
Cc1ccc2c(C)nc(NC3=NCN(CCc4ccccc4)CN3)nc2c1	2%	-3%	-12%	-3%	-12%	-3%	-0.2%	-8%[46.1 µM]
NC(=O)Cc1ccc(C(=O)c2ccccc2F)s1	3%	-4%	-4%	-2%	-5%	5%	0.0%	14%
COc1cc(/C=C(/C#N)c2nc3ccccc3[nH]2)ccc1Oc1ncccc1[N+](=O)[O-]	-13%	-2%	u	-12%	9%	-7%	16%	-14%[46.1 µM]
CC1=C(/C=C/C(C)=C/C=C/C(C)=C/CO)C(C)(C)CCC1	0%[21.7 µM]	0%&15%&-7%&10%	-11%&-19%&-4%	-1%	-11%&-13%&-1%	-2%	5.7%&1.1%&-0.3%	x
O=C(NCc1ccccc1)c1ccc(CS(=O)(=O)Cc2ccccc2F)o1	-5%	-11%	-7%	-2%	-4%	-8%	2.0%	5%
C=CCn1c(N)c(C(=O)OCCC)c2nc3ccccc3nc21	17%	u	-2%	-1%	-5%	-10%	-2.0%	0%[46.1 µM]
CC(C)Nc1nc(N)c(C(=O)C23CC4CC(CC(C4)C2)C3)s1	-3%	4%	-27%	0%	u	4%	-3.7%	-10%
CCOC(=O)C1=C(C)NC(=O)C(C(N)=O)C12CCCC2 (stereo not given)	4%	-1%	2%	-2%	1%	-15%	3.0%	-13%[46.1 µM]
O=S(=O)(Nc1ccc(-n2cccc2)cc1)c1ccc(Cl)c(Cl)c1	-14%	-4%	u	1%	14µM*	9%	1.1%	15%
COc1ccc(-c2noc(CCC(=O)NCc3ccc(OC)cc3OC)n2)cc1	x	x	-16%	-2%	-2%	2%	-0.9%	x
CCOC(=O)/C=c1\sc2n(c1=O)CCN=2	2%	-18%	3%	-2%	-1%	-21%	-0.9%	3%[7.67 µM]
Cc1cccc(N=C2NC(=O)c3cc([N+](=O)[O-])ccc32)c1	1%	2%	-8%	-6%	7%	9%	-1.2%	1%
CC(C)NC(=O)CCNC(=O)c1ccc(F)cc1	-1%	9%	-6%	-4%	0%	4%	-1.0%	-16%[46.1 µM]
CC(=O)Oc1ccc2c(c1)CCC1C2CC[C@]2(C)C(=O)CCC12 (stereo not given in full)	18%	-3%	-12%	-3%	0%	-2%	-1.3%	x
C#CCCCO/N=C1/[C@H]2O[C@@H]2[C@@H](O)[C@H]2[C@H]1CCn1c(=O)n([C@@H](CC)c3ccccc3)c(=O)n12	6%[13.1 µM]	15%[17.5 µM]	-11%[11.6 µM]	2%[11.2 µM]	-2%[11.6 µM]	0%[11.2 µM]	0.8%[10.1 µM]	x
CCOC(=O)N1CCN(C(=O)C2CCN(S(=O)(=O)c3ccccc3)CC2)CC1	0%	-1%	-9%	2%	0%	-4%	-2.9%	11%[46.1 µM]
COC(=O)c1ccccc1NC(=O)c1ccc(COc2cccc3ccccc23)o1	-1%	8%	-17%	6%	-7%	-13%	3.7%	-26%[46.1 µM]
c1csc(C(c2nnnn2C2CCCCC2)N2CCCC3(CCCCC3)C2)c1 (stereo not given)	9%	-9%	-5%	-4%	-4%	-24%	4.7%	-5%[46.1 µM]
CC1CCC(N2CCNCC2)CC1 (stereo not given)	6%	-3%	7%	-2%	-1%	2%	1.0%	10%
Cc1ccc(NC(=O)CN(C)C(=O)CCOc2cccc(C)c2)cc1	-3%	-1%	-12%	-3%	-10%	-9%	1.7%	2%[46.1 µM]
CCCC(C(=O)NC1CCCC1)N(CC1CCCO1)C(=O)c1snc(C(N)=O)c1N (stereo not given)	0%	-4%	2%	-2%	4%	4%	0.7%	-1%[46.1 µM]
CCNC(=O)OCC(CC)NC(=O)OCC(C)C (stereo not given)	5%	-7%	2%	-1%	13%	-12%	-0.3%	-13%[46.1 µM]
Cc1ccc(C)c(NC(=O)Cn2c(=O)n(Cc3ccc4c(c3)OCO4)c(=O)c3ccc(C(=O)NC4CCCCC4)cc32)c1	x	x	-7%	0%	-13%	-4%	5.6%	x
Cc1ccc(C(=O)NNC(=O)CSc2nnc(-c3ccncc3)n2C)cc1	1%	-3%	4%	1%	5%	-1%	-1.1%	-5%[46.1 µM]
COc1cc(C2C3=C(CCCC3=O)Nc3[nH]n(-c4ccccc4)c(=O)c32)ccc1O (stereo not given)	0%	u	-13%	-9%	-14%	-9%	0.8%	-24%[46.1 µM]
CC(=O)c1cccc(NC(=O)CCS(=O)(=O)c2ccc(Br)s2)c1	8%	-5%	-12%&-14%	1%&10%	3%&-10%	9%&-1%	5.3%&1.7%	-22%
CCOC(=O)c1c(C)nc(C)c(C(=O)OCC)c1-c1cccnc1	12%	-7%	-18%	0%	2%	-5%	0.4%	-1%
CCNC(=O)/C=C1\NC(C)(C)Cc2c1ccc1ccccc21	0%	0%	-5%	-10%	9%	2%	0.1%	-22%[46.1 µM]
CCN1C(=O)C2(c3ccccc31)c1c(oc3ccc(C)cc3c1=O)C(=O)N2CCCOC(C)C (stereo not given)	x	x	-6%	-18%	0%	1%	1.9%	x

Single records, from the list above:
`Cc1ccc(NC(=O)CN(C)C(=O)CCOc2cccc(C)c2)cc1` is listed as CBFb RUNX1 block = -3%; aGal spleen mod = -1%; Tau fluor cs = -12%; TexasRed fluor = -3%; Tau fibril FP = -10%; TRb-SRC2 inh = -9%; Epigenetic reg = 1.7%; NPSR antag = 2%[46.1 µM]
`CCOC(=O)/C=c1\sc2n(c1=O)CCN=2` is listed as CBFb RUNX1 block = 2%; aGal spleen mod = -18%; Tau fluor cs = 3%; TexasRed fluor = -2%; Tau fibril FP = -1%; TRb-SRC2 inh = -21%; Epigenetic reg = -0.9%; NPSR antag = 3%[7.67 µM]
